GAA inhib: blocks human lysosomal alpha-glucosidase | P10253 | purified human GAA, 4-MU-alpha-glucoside fluorescence | Potency, µM (doses to about 76.9 µM), for inactives: top-dose activity change, negative = inhibition, hits mostly inhibitors | hit rate 0.005% among 200,000 | AID 1466;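 note: plate controls were uninhibited enzyme wells for no effect and no-enzyme background for full effect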
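Human enzyme at 4 nM with 400 uM 4-methylumbelliferyl-alpha-D-pyranoside, citrate/phosphate buffer pH 5.0, 0.005% Tween-20, 20 min at room temperature. Compounds up to 77 uM. 4-MU fluorescence (Ex 365/Em 440) read after NaOH/glycine stop; AC50 from Hill fit.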
Tau ThT inhib: inhibitors of human tau fibril formation, thioflavin T binding; P10636; recombinant tau K18 P301L, heparin-induced fibrillization, ThT fluorescence; Potency, µM (doses to about 57.4 µM), without a hit: top-dose activity, negative = inhibition, usual class: inhibitors; hit rate 2.1% among 270,000; note: % is set by controls: 0 for no effect and ±100 for the full control effect; nearly all actives have a fitted effect of over 55% in size
Target sequence (P10636 561-689 P618L limits assumed): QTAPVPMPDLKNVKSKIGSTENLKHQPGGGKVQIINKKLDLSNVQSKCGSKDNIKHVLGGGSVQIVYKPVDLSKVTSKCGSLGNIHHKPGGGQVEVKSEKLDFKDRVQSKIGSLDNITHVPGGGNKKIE
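In this qHTS, human K18 P301L tau is incubated with compound and heparin for 6 hr at 37 C, and Thioflavin T fluorescence then reports fibril load.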
aGlu spleen mod: inhibitors or activators of human alpha-glucosidase in spleen homogenate; Potency, µM (top dose mostly 79.9 µM), inactives show top-dose activity change, negative = inhibition, actives largely listed as inhibitors; hit rate 0.006% among 240,000; AID 2112; human spleen homogenate, 4-MU-alpha-glucoside fluorescence;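 note: 0% = enzyme with vehicle and -100% = no enzyme basal signal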
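Human spleen homogenate (1 ug) with 4-methylumbelliferyl-alpha-D-glucopyranoside (1 mM final) in 50 mM citrate/phosphate pH 5.0, 0.01% Tween-20; 40 min at 37 C. Stopped at pH 10; 4-MU fluorescence Ex 365/Em 440 nm; AC50 by Hill fit.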
Tau fibril FP: tau fibrillization inhibition (FP); K18 P301L tau heparin fibrillization, Alexa594 FP, 6 h; hit rate 0.39% among 280,000; Potency, µM (top dose mostly 57.7 µM), for the others: at the top dose activity, negative = inhibition, usual class: inhibitors; note: % is set by controls: 0 for no effect and ±100 for the full control effect; nearly all actives have a fitted effect of over 55% in size
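FP of Alexa 594-tau after heparin (20 uM) induction. Substrate: human K18 P301L, 15 uM unlabeled, 0.24 uM labeled. Buffer 100 mM sodium acetate pH 7. 6 hr, 37 C.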
GAA glycogen mod: alters human alpha-glucosidase cleavage of glycogen; hit rate 0.38% among 300,000; P10253; Potency, µM (titrated, usually from 76.4 µM), without a hit: at the top dose activity change, negative = inhibition, usual class: inhibitors; recombinant GAA, glycogen substrate, Amplex Red glucose oxidase fluorescence;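 note: 0% = full enzyme reaction and -100% = no-enzyme basal signal; the screen sought inhibitors and activators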
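Recombinant enzyme (4 nM final) with compounds titrated up to 77 uM and bovine liver glycogen (30 ug) in citrate pH 5.0, 0.01% Tween-20, 37 C 40 min. Released glucose detected by Amplex Red/glucose oxidase (Ex 573/Em 610); AC50 from Hill fits.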
Tau fluor counter: counter-screen for tau fibril formation inhibitors. tau K18 P301L Alexa594 fluorescence, heparin fibrillization. Potency, µM (series often up to 57.7 µM), without a hit: at the highest dose activity change, negative = decrease. hit rate 0.93% among 280,000; note: % is set by controls: 0 for no effect and ±100 for the full control effect; nearly all actives have a fitted effect of over 55% in size
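Human tau K18 P301L (15 uM unlabeled, 0.24 uM Alexa 594-labeled) in 100 mM sodium acetate pH 7 with 20 uM heparin, 6 hr at 37 C. ThT 30 uM added, 1 hr ambient; Alexa 594 FP and total fluorescence read at 555/632 nm.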
HTT ATP protect: protects HTT-Q103 PC12 cells, measured by ATP. PC12 HTT-Q103 induced, cytoprotection, ATP luminescence, 40 h. Potency, µM (series often up to 56.4 µM), for the others: cytoprotection (ATP increase), hits mostly activators. hit rate 0.14% among 230,000. AID 1471;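 note: % of control where 0% means no effect; nearly all actives have a fitted effect of over 45% in size; toxic huntingtin expression switched on by the ecdysone agonist tebufenozide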
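Stable PC12 Q103-GFP cells in serum-supplemented, phenol red-free DMEM; induction by tebufenozide at 100 nM final; compound dose series; cell viability quantified luminescently from ATP.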
GLA spleen mod: inhibitors or activators of human alpha-galactosidase in spleen homogenate. human spleen homogenate, 4MU-alpha-Gal fluorescence, 40 min. Potency, µM (series often up to 80 µM), for the others: at the highest dose activity change, negative = inhibition, actives largely listed as inhibitors. hit rate 0.008% among 240,000. AID 2107;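 note: 0% = enzyme with vehicle and -100% = no enzyme basal signal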
Target sequence (P06280 32-429 limits assumed): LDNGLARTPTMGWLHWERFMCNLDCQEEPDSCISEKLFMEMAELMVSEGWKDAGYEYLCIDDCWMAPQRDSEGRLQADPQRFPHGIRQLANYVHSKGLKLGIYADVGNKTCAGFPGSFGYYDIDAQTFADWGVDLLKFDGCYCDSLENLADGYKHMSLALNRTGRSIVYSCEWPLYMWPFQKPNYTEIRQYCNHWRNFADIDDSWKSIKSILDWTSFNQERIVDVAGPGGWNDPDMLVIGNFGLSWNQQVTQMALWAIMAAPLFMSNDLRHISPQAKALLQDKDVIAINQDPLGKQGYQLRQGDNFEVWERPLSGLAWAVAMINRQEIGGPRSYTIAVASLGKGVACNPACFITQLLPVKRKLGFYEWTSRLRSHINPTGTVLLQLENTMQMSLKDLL
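Spleen homogenate 1 ug + cpd (titration) + 4-MU-alpha-D-galactopyranoside 1 mM; 37C 40 min; 50 mM citrate/phosphate pH 5.0, 0.01% Tween-20; stop pH 10; fluorescence 365/440; AC50 via Hill.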
* hit, by the source's call; ? = inconclusive; nt = not tested or not shown; & = joins results of further samples; [ ] = dose if it differs, or a comment. Calls come from the whole dose curve; as a rule, active = well fitted curve in the direction sought with a large enough effect; inconclusive = small, poorly fitted or top-dose-only effect, or another doubt; inactive = no such curve, though single readings can be large; an effect the other way counts as inactive or inconclusive. Potency is the fitted concentration of half-maximal effect.

Order of values: GAA inhib	Tau ThT inhib	aGlu spleen mod	Tau fibril FP	GAA glycogen mod	Tau fluor counter	HTT ATP protect	GLA spleen mod
> COc1ccccc1-c1nc2c(c(SCC(=O)Nc3c(C)cc(C)cc3C)n1)Cc1c(CO)cnc(C)c1O2
    nt	-6%	nt	5%	2%[76.3 µM]	2%	nt	nt
> CSc1nc(-c2ccc(C)cc2)[nH]c1S(=O)(=O)c1ccccc1
    -10%	-14%	2%	7%	-2%	-23%	-15%	-5%
> COc1ccc(C)cc1S(=O)(=O)N1CCC(C)CC1
    3%	1%	3%	1%	7%	5%	-10%	15%
> COc1ccc2c(c1)C(c1ccc(C)o1)=NNC(c1cccnc1)=N2
    -5%	-2%	-11%	-10%	-16%	-20%	?	-2%
> COc1ccc2c(c1)-c1ccccc1S(=O)(=O)N2C
    -1%	-4%	0%	-7%	-3%	-6%	-48%[inhibitor][10 µM]	6%
> NC(=O)c1cc2cc([N+](=O)[O-])ccc2oc1=O
    -5%	-13%	-13%	3%	-5%	4%	-43%[inhibitor]	-4%
> O=C(NCc1ccccn1)[C@H]1C[C@@H]1[C@H](NP(=O)(c1ccccc1)c1ccccc1)c1ccccc1
    3%	-11%&-8%	-3%&13%	6%&3%	10%	-9%&-8%	-32%[inhibitor]	11%&3%
> CS(=O)(=O)c1ccc(-c2cc(Br)sc2-c2ccc(F)cc2)cc1
    nt	-18%	8%	-4%	nt	-23%	?	-1%
> CCOc1ccc(NC(C)C(=O)N/N=C/c2cccs2)cc1 (stereo not drawn)
    -11%	-11%	-1%	8%	-14%	-5%	nt	3%
> Cc1cc(C(=O)COc2ccccc2C(N)=O)c(C)n1CC1CCCO1 (stereo not drawn)
    -5%	-13%	-3%	-1%	6%	-9%	-139%[inhibitor]	1%
> CCCCNC1C(CC)C(CCC)C(C#N)(C#N)C1(C#N)C#N (stereo not drawn)
    1%	?	8%	-8%	nt	-23%	-16%[10 µM]	10%
> O=S(=O)(Nc1cccc(CCc2ccccn2)c1)c1ccc2ccccc2c1
    -5%	-4%	0%	2%	-22%	-3%	19%	3%
> COC(=O)c1ccc(C(NC(=O)OCc2ccccc2)/C(C)=C/[C@@H](C)C(=O)NCc2ccc(OC)c(OC)c2)cc1 (stereo partly drawn)
    -6%	-10%	-1%	-5%	-3%	-14%	nt	2%
> CCC(=O)N1CCc2cc(Br)cc(S(=O)(=O)CCC(=O)NCc3ccccc3)c21
    nt	-3%	nt	-4%	18%[76.3 µM]	-11%	nt	nt
> CC[C@H]1OC(=O)[C@H](C)[C@@H](O[C@H]2C[C@@](C)(OC)[C@@H](O)[C@H](C)O2)[C@H](C)[C@@H](O[C@@H]2O[C@H](C)C[C@H](N(C)C)[C@H]2O)[C@](C)(OC)C[C@@H](C)C(=O)[C@H](C)[C@@H](O)[C@]1(C)O
    -9%[15.4 µM]	-3%	-2%	5%	-3%	-3%	nt	-3%
> Cc1cccc(OCC(=O)N/N=C\c2cc3c(cc2[N+](=O)[O-])OCO3)c1C
    -4%	?	4%	?	6%	?	-11%[10 µM]	4%
> Cc1onc(-c2ccccc2Cl)c1C(=O)Nc1nnc(-c2ccc(F)cc2)s1
    -1%	4%	-6%	10%	-19%	-1%	0%	-8%
> O=C(CCNc1ccc(Cl)c(C(F)(F)F)c1)c1ccco1
    -10%	-13%	-7%	12%	-7%	?	-1%	4%
> O=C(CCC(=O)N1CCN(S(=O)(=O)c2ccc3ccccc3c2)CC1)Nc1cc(Cl)cc(Cl)c1
    ?	8%	-1%	?	-12%	-20%	nt	-3%
> C#CCSc1nsc(SCC#C)c1C#N
    ?	?	-3%	5%	1%	-16%	-96%[inhibitor]	-4%
> CC(NC(=O)CN(c1ccc(Cl)cc1Cl)S(=O)(=O)c1ccccc1)c1ccccc1 (stereo not drawn)
    nt	-15%	nt	1%	-3%[76.3 µM]	-22%	nt	nt
> COc1ccc2nc(NC(=O)c3nc(S(=O)(=O)Cc4ccccc4F)ncc3Cl)sc2c1
    nt	7.1µM*	nt	2%	-11%[76.3 µM]	?	nt	nt
> COc1ccc(/C=C(\NC(=O)c2cccs2)C(=O)NCc2ccco2)cc1OC
    nt	-8%	-2%	-6%	5%	-8%	-14%[10 µM]	-9%
> COc1cc2c(cc1OC)-c1cc(N3CCCCCC3)nc(=O)n1CC2
    0%	?	7%	11%	-7%	-4%	1%[10 µM]	3%
> O=C(OCCOc1ccccc1)c1n[nH]c2ccccc12
    -15%	-1%	0%	-2%	-8%	-5%	7%[10 µM]	-3%
> CCn1c(C(=O)N2CCc3ccccc3C2)cc2oc3ccccc3c21
    ?	-15%	3%	2%	?	-13%	-81%[inhibitor]	-7%
> COc1ccc(N2CCN(C(CNC(=O)OCc3ccccc3)c3ccco3)CC2)cc1 (stereo not drawn)
    2%	?	-4%	?	11%	-16%	2%[10 µM]	-5%
> CCOC(=O)c1c(NC(=O)COC(=O)CNC(=O)c2ccco2)sc(C)c1C
    4%	1%	-9%	-6%	14%	-7%	-9%[1.9 µM]	-15%
> Cc1ccc(Oc2ncccc2N)c2c1CCC2
    nt	-9%	1%	12%	2%	-13%	23%[10 µM]	-1%
> O=c1[nH]c(CN2CCN(c3ccccc3O)CC2)nc2ccccc12
    ?	-19%	2%	-2%	7.9µM*	-15%	-23%	7%
> O=C(O)c1ccc(-c2ccccc2C(F)(F)F)o1
    -14%	10%	-6%	6%	-5%	10%	-15%[10 µM]	-1%
> CN(Cc1ccccc1)C(=O)c1ccc2c(c1)N(Cc1ccccc1F)C(=O)c1ccccc1S2(=O)=O
    nt	-16%	nt	-2%	-12%[76.3 µM]	?	nt	nt
> CCNc1c(NC(=O)c2ccccc2OCC)c(=O)oc2ccccc12
    nt	-12%	nt	-1%	13%[76.3 µM]	-6%	nt	nt
> Cc1cccc(NC(=O)c2ccc(CNS(=O)(=O)c3ccc4c(c3)C(C)(C)C(=O)N4C)cc2)c1
    nt	4%	nt	7%	-14%[76.3 µM]	-20%	nt	nt
> O=[N+]([O-])c1ccc(NCCCNS(=O)(=O)c2ccc(Cl)cc2)c(Cl)c1
    -7%	?	-15%	-4%	-18%	?	-82%[inhibitor]	-6%
> C/C(Cn1cnc([N+](=O)[O-])n1)=N\NC(=O)c1ccc(Br)cc1
    6%	?	2%	-4%	-7%	-8%	-11%[10 µM]	-19%
> S=C(NCCSCc1ccccc1Cl)Nc1ccccc1
    -9%	-8%	-1%	?	-11%	?	38%[10 µM]	0%
> CCN1CCN(S(=O)(=O)c2ccc(Br)s2)CC1
    -4%	-10%	5%	1%	1%	1%	-3%[1.9 µM]	8%
> CC(NC(=O)c1noc2c1CCCCC2)c1ccccc1 (stereo not drawn)
    5%	0%	-12%	1%	1%	-11%	10%[10 µM]	0%
> CCOC(=O)N1CCN(c2nc3ccc(C(=O)c4ccccc4)cc3n3cnnc23)CC1
    nt	-6%	4%	-1%	2%	-18%	-2%[10 µM]	8%
> CC1(C(=O)NC2CCCCC2)CCC(=O)N1Cc1cccnc1 (stereo not drawn)
    -9%	-7%	-6%	4%	4%	1%	-11%[10 µM]	-6%
> CN(C)c1nc(-c2cccnc2)nc(-c2ccc(Cl)cc2)c1C#N
    -1%	-11%	-3%	-3%	4%	-10%	-14%	-3%
> COc1ccc(Cn2c(=O)c3ccccc3n3c(-c4cccc(OC)c4OC)nnc23)cc1
    nt	-2%	nt	6%	1%[76.3 µM]	-12%	nt	nt
> COc1cc2c(cc1OC)C(c1cccc([N+](=O)[O-])c1)NC(=O)C2 (stereo not drawn)
    8%	-5%	-3%	14%	19%	-4%	19%[10 µM]	1%
> COc1ccccc1C(=O)Nc1ccc(N2CCCCC2)cc1
    -5%	?	0%	8%	-16%	-26%	-91%[inhibitor]	2%
> Cn1cccc1CC(=O)NNC(=S)Nc1ccc(F)cc1
    -4%	-8%	2%	-2%	0%	0%	-1%[0.074 µM]	1%
> CCCCOCCCNC(=O)c1ccc2c(c1)OCO2
    -8%	-6%	8%	0%	3%	-9%	17%	7%
> CC(=O)Nc1ccc(N2CCOCC2)c(Cl)c1
    7%	-13%	-2%	1%	24%	-1%	16%[10 µM]	-5%
> CCc1nnc(NS(=O)(=O)c2ccc(N=CC3=C(O)CC(C)(C)CC3=O)cc2)s1
    -6%	-8%	-9%	1%	2%	-2%	-32%[inhibitor]	3%
> CCn1c(SCC(=O)c2ccc(Cl)cc2)nnc1-c1cccs1
    -3%	?	-3%	-4%	10%	-2%	-15%	8%

Carrying on:
Order of values: GAA inhib	Tau ThT inhib	aGlu spleen mod	Tau fibril FP	GAA glycogen mod	Tau fluor counter	HTT ATP protect	GLA spleen mod
> Cn1c(Cn2cnc([N+](=O)[O-])n2)nnc1SCC(=O)Nc1cccc(Cl)c1
    -21%	-2%	-3%	8%	8%	-1%	3%[10 µM]	-1%
> Cc1ccc(OCC(=O)Nc2ccc3c(c2)nc(CCN2CCOCC2)n3C)cc1
    3%	-12%	-1%	0%	10%	1%	-19%[0.074 µM]	-3%
> COc1ccccc1N/C(=N/S(=O)(=O)c1ccc(C)cc1)c1ccccc1
    -9%	-11%	1%	-1%	-2%	-14%	9%[10 µM]	6%
> COC(=O)c1ccc(C(=O)OC)c(NC(=O)c2c(-c3ccccc3)c(-c3ccccc3)nn(C)c2=O)c1
    nt	-4%	nt	6%	-2%[76.3 µM]	-1%	nt	nt
> Cc1c(C(=O)OC2CCCC2)[nH]c2c1C(=O)CC(c1ccc(Cl)cc1)C2 (stereo not drawn)
    nt	3%	nt	?	0%[76.3 µM]	0%	nt	nt
